# FEN1 inh: human FEN1 inhibition. hit rate 0.35% among 390,000. P39748. Potency, µM (highest dose often 114 µM), inactives show at the highest dose activity change, negative = inhibition, usual class: inhibitors. Recombinant FEN1 flap cleavage, fluorescence, 15 min. AID 588795; note: nearly all actives have a fitted effect of over 65% in size
#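 Compounds are tested as a concentration series against 10 nM FEN1; after a 15 min room-temperature preincubation, 50 nM substrate starts cleavage, with plate reads at 0 and 15 min. Normalized responses are fitted by a Hill equation.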
# DT40 TDP1 CPT: growth inhibition of DT40 Tdp1-/-;hTDP1 cells with camptothecin (screen for TDP1 inhibitors); hit rate 12% among 420,000; AID 686979; chicken DT40 Tdp1-/-;hTDP1 cells + 20 nM CPT, ATP luminescence, 48 h; Potency, µM (highest dose often 46.2 µM), without a hit: top-dose activity change, negative = growth inhibition, usual class: inhibitors; note: nearly all actives have a fitted effect of over 55% in size
#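 Chicken DT40 Tdp1-/- cells stably complemented with human TDP1 were seeded at 400 cells/well in medium containing 20 nM camptothecin, exposed to pin-transferred compounds, and grown at 37 °C for at least 48 hr. Viability was read as ATP luminescence.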
# KAT2A inh: blocks human GCN5L2 histone acetyltransferase. GCN5L2 HAT assay, ThioGlo1 CoA-SH fluorescence. Potency, µM (titrated, usually from 58.9 µM), inactives show at the top dose activity change, negative = inhibition, actives largely listed as inhibitors. hit rate 0.21% among 390,000. AID 504327
# Target sequence (Q92830 whole entry, looked up): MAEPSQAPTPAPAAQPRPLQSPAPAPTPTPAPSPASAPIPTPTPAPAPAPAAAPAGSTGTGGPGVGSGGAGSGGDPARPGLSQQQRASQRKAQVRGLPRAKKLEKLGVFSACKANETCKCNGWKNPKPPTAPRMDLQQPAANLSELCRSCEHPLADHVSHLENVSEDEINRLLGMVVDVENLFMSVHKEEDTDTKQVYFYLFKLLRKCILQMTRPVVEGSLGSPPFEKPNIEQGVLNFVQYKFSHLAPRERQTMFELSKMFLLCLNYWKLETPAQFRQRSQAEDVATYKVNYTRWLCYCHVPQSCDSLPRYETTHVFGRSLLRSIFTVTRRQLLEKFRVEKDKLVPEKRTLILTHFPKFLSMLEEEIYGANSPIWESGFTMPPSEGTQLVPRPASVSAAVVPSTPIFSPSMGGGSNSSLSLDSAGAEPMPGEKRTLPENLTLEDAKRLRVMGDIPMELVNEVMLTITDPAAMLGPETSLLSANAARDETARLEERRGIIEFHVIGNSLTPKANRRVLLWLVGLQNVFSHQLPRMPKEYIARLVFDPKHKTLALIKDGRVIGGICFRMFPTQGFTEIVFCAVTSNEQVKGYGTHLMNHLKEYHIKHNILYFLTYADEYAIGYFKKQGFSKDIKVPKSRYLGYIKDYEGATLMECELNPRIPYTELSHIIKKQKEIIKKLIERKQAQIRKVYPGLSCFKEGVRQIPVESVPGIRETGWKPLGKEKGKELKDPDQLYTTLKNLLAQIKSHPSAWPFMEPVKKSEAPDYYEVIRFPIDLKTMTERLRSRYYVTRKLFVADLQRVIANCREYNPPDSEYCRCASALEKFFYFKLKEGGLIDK
#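 Titration-based screen in which CoA formation is detected via maleimide probe ThioGlo1 (50uM) turning fluorescent on thiol reaction; substrates H3(1-25) 75uM and acetyl-CoA 70uM, GCN5L2 20nM, 20 min incubation at room temperature.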
# * = called active by the depositor; ? = inconclusive; . = no result given; & = joins results of further samples. Calls come from the whole dose curve; as a rule, active = well fitted curve in the direction sought with a large enough effect; inconclusive = small, poorly fitted or top-dose-only effect, or another doubt; inactive = no such curve, though single readings can be large; an effect the other way counts as inactive or inconclusive. % is set by controls: 0 for no effect and ±100 for the full control effect; potency is the fitted concentration of half-maximal effect. This is a subset; rates above refer to the full screens.
1. Cc1ccccc1-n1nnnc1SCC(=O)NC1CC1
2. Cc1ccc(C(=O)NCC(=O)OCCOc2cccc(Cl)c2)cc1
3. CCCSc1ncnc2sc(C)c(C)c12
4. C[C@H]1O[C@@H](n2cc(F)c(=O)[nH]c2=O)[C@H](O)[C@@H]1O
5. Cc1cc(C)c([N+](=O)[O-])cc1NCC(=O)N1CCN(c2ccccc2)CC1
6. COc1cc(C(c2c(C)[nH][nH]c2=O)c2c(C)[nH][nH]c2=O)ccc1OS(=O)(=O)c1ccc(C)cc1
7. CC1(c2nnc(-c3cccc(Cl)c3)o2)CC(c2ccccc2F)=NO1 (stereo unspecified)
8. COc1cccc(/C=N/NC(=O)N/N=C/c2cccc(OC)c2O)c1O
Compound | 1 | 2 | 3 | 4 | 5 | 6 | 7 | 8
FEN1 inh | -2% | 6% | -7% | 16% | 11% | -15% | 3% | -23%
DT40 TDP1 CPT | 18% | -23% | -28% | ? | ? | -9% | ? | ?
KAT2A inh | 1% | -3% | -6% | -7%&-23% | 0% | -5% | . | -14%

9. CC(=O)c1cc(C(=O)Nc2ccc(C(=O)O)cc2)oc1C
10. O=C(Nc1nnc(C2CC2)s1)c1ccco1
11. CC(Oc1ccc(F)cc1)c1ccnc2nc(/N=C/N(C)C)nn12 (stereo unspecified)
12. CCOc1cc(C2c3c(n[nH]c3C)C(=O)N2c2ccc(C)cc2)ccc1O (stereo unspecified)
13. Cn1cnnc1Sc1nc2ccccc2nc1NS(=O)(=O)c1ccccc1
14. COc1ccc(C(=O)/C=C/c2ccc(OC)c(O)c2)c(F)c1
15. Cc1cc(=O)oc2cc(OC(=O)CCN3C(=O)c4ccccc4C3=O)ccc12
16. Cc1ccc(-c2nnc(CSc3nnc(COc4cccc5ccccc45)n3-c3ccccc3)o2)cc1
Compound | 9 | 10 | 11 | 12 | 13 | 14 | 15 | 16
FEN1 inh | 0% | -9% | 2% | 2% | -7% | -17% | -3% | -13%
DT40 TDP1 CPT | -10% | 3% | -2% | -5% | -27% | ? | ? | ?
KAT2A inh | -7% | -2% | -3% | -11% | -8% | 16% | -11% | -14%

17. C/C(=N\Nc1ccc(Cl)c(C(=O)O)c1)c1cccc2ccccc12
18. COc1ccc(CC(=O)OCC(=O)NC(=O)NC(C)C)cc1
19. CCN(C(=O)CSc1nc2ccccc2c(=O)n1-c1ccc(C)cc1)C1CCS(=O)(=O)C1 (stereo unspecified)
20. CCC(CC)NC(=O)C1CC(=O)N(CCc2ccc(F)cc2)C1 (stereo unspecified)
21. N=c1n(CC(=O)c2cccs2)c2ccccc2n1Cc1ccccc1
22. COc1cc(C(=O)Nc2cc(C)ccn2)ccc1OCC(=O)N1CCOCC1
23. NC(=O)C1(N2CCCCC2)CCN(C(=O)Nc2ccccc2C(F)(F)F)CC1
24. CCCCCCCc1ccc(-c2ccc(O)cc2)nc1
Compound | 17 | 18 | 19 | 20 | 21 | 22 | 23 | 24
FEN1 inh | -4% | 0% | -8% | -3% | 15% | 9% | 11% | -29%
DT40 TDP1 CPT | -2% | 1% | 9% | -7% | 16µM* | -5% | -6% | -23%
KAT2A inh | -20% | 1% | 1% | -1% | -13% | -2% | -8% | -20%

25. Cc1ccc(-c2nc(CCNC(=O)C(=O)Nc3ccc(C)c(Cl)c3)cs2)cc1
26. O=C(c1cc(Cl)c(=O)n(Cc2ccc(Cl)cc2)c1)N1CCOCC1
27. Cc1ccc(NC(=O)C(Cc2ccccc2)n2cccc2)cc1 (stereo unspecified)
28. CC(C)CN1CCN(Cc2cccc3ncccc23)CC1CCO (stereo unspecified)
29. Cc1cccc(C)c1OC1(c2ccccc2)OC(=O)c2ccccc21 (stereo unspecified)
30. CC(CCC(=O)O)C1CC[C@H]2C3CCC4CC(=O)CCC4(C)[C@H]3CC(=O)C12C (stereo partly specified)
31. CC(/C=C/c1ccccc1)=N/O
32. Cc1nn(Cc2ccc(Cl)cc2)c(C)c1NC(=O)c1noc2c1CCc1ccccc1-2
Compound | 25 | 26 | 27 | 28 | 29 | 30 | 31 | 32
FEN1 inh | 16% | -1% | 0%&-21% | 8% | 4% | 15% | -3% | -15%&6%
DT40 TDP1 CPT | ? | -3% | ? | -14% | ? | -2% | 4% | 13µM*
KAT2A inh | -4% | -8% | -2%&-7% | -3% | -6% | -13% | -9% | -16%&-2%

33. O=c1cc(-c2ccccc2)nc(N2CCN(Cc3ccccc3)CC2)[nH]1
34. CN(C)S(=O)(=O)n1cnc(-c2ccccc2)c1-c1ccccc1
35. COc1ccc(OC)c(-c2nnc3n2N=C(c2ccc(OC)c(OCC4CC4)c2)CS3)c1
36. Cc1c(C2(O)C(=O)Nc3ccc(F)cc32)c(=O)n(-c2ccccc2)n1C (stereo unspecified)
37. COc1ccc(Nc2nnc(Cc3ccc(Cl)cc3)c(=O)[nH]2)c(OC)c1
38. Cc1ccc(NC(=O)C2CCCN(C(=O)c3ccc(Cl)cc3)C2)cc1 (stereo unspecified)
39. O=C(Cc1n[nH]c(=O)c2ccccc12)OCC(=O)c1ccc(OC(F)F)cc1OC(F)F
40. CCCCC(C(=O)NC(C)(C)C)N(Cc1ccccc1Cl)C(=O)c1snc(C(N)=O)c1N (stereo unspecified)
Compound | 33 | 34 | 35 | 36 | 37 | 38 | 39 | 40
FEN1 inh | -3% | -14% | -10% | 13% | -11% | -12% | 1% | -7%
DT40 TDP1 CPT | 18µM* | -12% | . | 5% | -22% | ? | -8% | ?
KAT2A inh | -2% | -5% | -6% | -12% | -9% | 4% | -5% | -9%

41. CCOc1ccc(N2CC(C(=O)Nc3ccc(S(=O)(=O)NCC4CCCO4)cc3)CC2=O)cc1 (stereo unspecified)
42. CC(=O)Oc1ccc(C(=O)Nc2ccc(S(=O)(=O)NCC3CCCO3)cc2)cc1 (stereo unspecified)
43. Cc1noc(C)c1-c1nc(CS(=O)(=O)c2ccc(Cl)cc2)no1
44. COc1ccc2c(c1)CCN(C(=O)CCl)C2C1C(=O)CCCC1=O (stereo unspecified)
45. O=C(COC(=O)CSc1ccc(F)cc1)NNC(=O)c1ccc([N+](=O)[O-])cc1
46. Cc1cccc(-n2c(SCC(=O)NCc3ccc4c(c3)OCO4)nc3ccccc3c2=O)c1
47. CCc1ccc(N(CC(=O)NCc2cccnc2)S(=O)(=O)c2ccccc2)cc1
48. CCOC(=O)N1CCC(NC(=O)c2cc3cc4cc(OC)ccc4nc3o2)CC1
Compound | 41 | 42 | 43 | 44 | 45 | 46 | 47 | 48
FEN1 inh | -1% | 2% | -6% | 3% | 7% | -4% | 8% | -3%
DT40 TDP1 CPT | -4% | ? | 12% | 9% | -4% | ? | ? | ?
KAT2A inh | -6% | -3% | -10% | 2% | 3% | -5% | ? | -23%

49. COc1cccc(NC(=O)CN(C)C(=O)C23CC4CC(CC(Cl)(C4)C2)C3)c1
50. COc1ccccc1CC(=O)Nc1ccc(O)cc1C(=O)O
51. COc1ccc(NC(=O)CSc2nnc(NC(=O)Nc3ccccc3)s2)c(OC)c1
52. CCOC(=O)c1[nH]c2ccccc2c1NC(=O)CC(C)(C)C
53. CC(=O)Nc1cccc(C(=O)Nc2cccc(S(=O)(=O)NCc3ccco3)c2)c1
54. Cc1c(Cl)cccc1NC(=O)CNC(=O)CCCc1nc2ccccc2c(=O)[nH]1
55. O=c1c2c3c(sc2nc2sc(C4CC4)nn12)CCCC3
56. Cc1ccc(O)c(NC(=O)c2cc(-c3ccc(F)cc3)no2)c1
Compound | 49 | 50 | 51 | 52 | 53 | 54 | 55 | 56
FEN1 inh | 2% | 3% | 20% | 21% | -4% | -2% | 2% | -16%
DT40 TDP1 CPT | -23% | -16% | 0% | 8% | ? | -19% | -9% | -17%
KAT2A inh | 1% | 0% | 10% | -17% | -1% | -4% | -25% | -20%

# In a second layout: results already given
No. | smiles | FEN1 inh | DT40 TDP1 CPT | KAT2A inh
50 | COc1ccccc1CC(=O)Nc1ccc(O)cc1C(=O)O | 3% | -16% | 0%
51 | COc1ccc(NC(=O)CSc2nnc(NC(=O)Nc3ccccc3)s2)c(OC)c1 | 20% | 0% | 10%

# Later entries:
57. CC1CCCC(C)N1C(=O)COC(=O)COc1ccc(C#N)cc1 (stereo unspecified)
58. Cc1ccc(C)c(NC(=O)Nn2cnnc2)c1
59. COc1cc(/C=N/Nc2ccccn2)ccc1O
60. CC(C)(C)C(=O)Nc1c(C(=O)N2CCN(c3ccc(F)cc3)CC2)oc2ccccc12
61. O=C(NC(Cc1ccccc1)C(=O)O)NC12CC3CC(CC(C3)C1)C2 (stereo unspecified)
62. CSC1=C(C#N)C(c2sccc2C)CC(=O)N1 (stereo unspecified)
63. CN1CCN(c2ccc(S(=O)(=O)Nc3ccccc3)cc2[N+](=O)[O-])CC1
64. Cn1c(SCC(=O)Nc2ccc(NC(=O)c3cccc(F)c3)cc2)nnc1-c1ccncc1
Compound | 57 | 58 | 59 | 60 | 61 | 62 | 63 | 64
FEN1 inh | -15% | 20% | 0% | -2% | 4% | 11% | 0% | -3%
DT40 TDP1 CPT | 4% | 2% | -7% | 18µM* | -1% | ? | ? | -25%
KAT2A inh | -3% | -14% | -9% | -5% | 1% | -1% | -3% | -2%

65. COc1cccc(CCNC(=O)CCc2nnc(Cc3cc(OC)ccc3OC)o2)c1
66. CC(=O)c1cccc(N=Cc2c(O)c3ccccc3oc2=O)c1
67. COCCNCCCCOc1ccc(C)cc1[N+](=O)[O-]
68. COc1cc(SC)ccc1C(=O)OCC(=O)NC1CCCC1
69. CC(C)(C)c1nc2ccccc2c2nnc(SCC(=O)NCc3ccco3)n12
70. O=C(c1ccccc1)c1c[nH]c(C(=O)NCc2cccnc2)c1
71. CN(C(=O)c1ccc(NC(=O)Cc2cccc(NC(=O)C3CCN(C(=O)c4ccccc4)CC3)c2)cc1)C1CC1
72. OCC[C@H]1C[C@@H](O)[C@H](O)[C@]2(CCCO2)O1
Compound | 65 | 66 | 67 | 68 | 69 | 70 | 71 | 72
FEN1 inh | -1% | 21% | -3% | -12% | -12% | -1% | -13% | 0%
DT40 TDP1 CPT | 1% | 0% | -24% | 1% | ? | -12% | -1% | -14%
KAT2A inh | -6% | -12% | -5% | -11% | -6% | -4% | . | .

# By substructure, those above with a cyano group.
57. CC1CCCC(C)N1C(=O)COC(=O)COc1ccc(C#N)cc1 (stereo unspecified)
62. CSC1=C(C#N)C(c2sccc2C)CC(=O)N1 (stereo unspecified)
Compound | 57 | 62
FEN1 inh | -15% | 11%
DT40 TDP1 CPT | 4% | ?
KAT2A inh | -3% | -1%

# Three of the compounds above, with two lines to a compound.
# The line under a structure holds: FEN1 inh	DT40 TDP1 CPT	KAT2A inh
54) Cc1c(Cl)cccc1NC(=O)CNC(=O)CCCc1nc2ccccc2c(=O)[nH]1
→ -2%	-19%	-4%
65) COc1cccc(CCNC(=O)CCc2nnc(Cc3cc(OC)ccc3OC)o2)c1
→ -1%	1%	-6%
27) Cc1ccc(NC(=O)C(Cc2ccccc2)n2cccc2)cc1 (stereo unspecified)
→ 0%&-21%	?	-2%&-7%

# The list goes on.
73. CC(=O)C1=C(c2ccccc2)NC(=O)NC1c1ccccc1 (stereo unspecified)
74. CN1CCN(S(=O)(=O)Cc2ccccc2Cl)CC1
75. C/C=C(\C)CN1CCC(n2nccc2NC(=O)c2ccc3c(c2)OCO3)CC1
76. O=C(c1ccccc1)C1CN(c2ccccc2)CC1c1ccc(Cl)cc1 (stereo unspecified)
Compound | 73 | 74 | 75 | 76
FEN1 inh | -4% | -15% | 4% | 10%
DT40 TDP1 CPT | 13% | -1% | -11% | ?
KAT2A inh | -10% | -15% | -1% | -7%
